Screening results: PubChem BioAssay, The Scripps Research Institute Molecular Screening Center
FBW7 act: activators of human E3 ligase FBW7; normalized activity (activation), % at 26.1 µM; actives 0.13% (n = 650,000); Q969H0; AlphaScreen FBW7–phospho-cyclin E peptide binding, activator screen; AID 1259310; in the data active = normalized activity above about 1.9%;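 note: purified mutant Fbw7 with reduced substrate affinity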
Target sequence (Q969H0 whole entry, looked up): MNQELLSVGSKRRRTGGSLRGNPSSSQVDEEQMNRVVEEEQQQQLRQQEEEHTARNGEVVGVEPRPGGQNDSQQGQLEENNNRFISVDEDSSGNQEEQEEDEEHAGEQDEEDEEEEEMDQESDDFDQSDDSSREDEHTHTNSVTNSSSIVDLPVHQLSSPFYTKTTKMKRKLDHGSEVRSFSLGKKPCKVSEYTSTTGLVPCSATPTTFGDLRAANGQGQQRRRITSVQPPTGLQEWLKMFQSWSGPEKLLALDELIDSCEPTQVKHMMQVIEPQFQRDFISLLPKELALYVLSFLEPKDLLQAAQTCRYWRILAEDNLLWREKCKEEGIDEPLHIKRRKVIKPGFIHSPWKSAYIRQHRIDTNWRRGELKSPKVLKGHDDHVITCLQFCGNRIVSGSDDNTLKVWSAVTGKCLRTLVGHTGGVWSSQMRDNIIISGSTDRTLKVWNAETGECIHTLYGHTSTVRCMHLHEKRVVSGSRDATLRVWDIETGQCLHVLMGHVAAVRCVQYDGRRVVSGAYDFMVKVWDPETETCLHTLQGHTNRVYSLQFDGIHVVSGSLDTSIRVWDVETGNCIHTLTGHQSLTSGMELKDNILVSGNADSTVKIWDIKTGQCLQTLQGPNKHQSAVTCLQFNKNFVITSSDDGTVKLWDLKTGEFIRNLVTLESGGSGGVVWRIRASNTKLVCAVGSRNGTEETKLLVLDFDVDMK
GPR151 ag: human GPR151 activation. AID 1508602. actives 1% (n = 650,000). Q8TDV0. activation, % at 11.2 µM. PathHunter beta-arrestin GPR151 cells, luminescence; in the data active = activation above about 4.9%;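 note: 0% = median of compound wells and 100% = cells with positive control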
TEAD-YAP block: TEAD-YAP interaction inhibition | HEK-TIYL cells, TEAD-Gal4/YAP UAS-luciferase luminescence | inhibition, % at 9.12 µM | AID 1259422 | actives 1.4% (n = 640,000); in the data active = inhibition above about 32%;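 note: 0% = median of test compound wells and 100% = reference inhibitor wells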
MITF primary: blocks human microphthalmia-associated transcription factor. O75030. AlphaScreen MITF homodimerization, bead proximity signal. actives 0.91% (n = 650,000). AID 1259374. inhibition, % at 2.6 µM; in the data active = inhibition above about 50%;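 note: 0% = vehicle wells with protein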
* marks the source's active call; other numbers are inactive results; & = joins results of further samples.

nr | Structure | FBW7 act | GPR151 ag | TEAD-YAP block | MITF primary
1 | COc1ccccc1CNC(=O)c1cccc2c1SCCC2=O | 0.0 | 1.4 | -1.5 | 6.3
2 | CCN(Cc1ccccc1)S(=O)(=O)c1ccc(F)c(C(=O)Nc2ccc(F)cc2)c1 | 0.8 | 1.2 | 9.5 | 19.0
3 | Clc1nc(-c2ccccc2)ncc1-c1ccccc1 | 0.0 | 2.4 | -44.7 | -4.6
4 | Cc1nnc(NC(=O)CSc2nc3sc4c(c3c(=O)[nH]2)CCCC4)s1 | 0.1 | 0.5 | -14.3 | 7.8
5 | O=C(NCCO)c1ccnc(N2CCN(Cc3ccc4c(c3)OCO4)CC2)c1 | -0.1 | 2.4 | 29.3 | -3.0
6 | COc1ccc(-n2nc(C(=O)NCC(=O)N(C)c3cc(Cl)ccc3C)c3ccccc3c2=O)cc1OC | -0.1 | -1.7 | 2.9 | 4.6
7 | Cc1ccc2cc3cc(C(=O)N4CCN(C(=O)c5ccco5)CC4)sc3nc2c1 | -0.2 | 0.0 | -15.6 | -5.5
8 | CC(=O)Nc1ccc(N2CCN(Cc3ccccc3F)CC2)cc1 | 1.6 | -0.4 | -3.0 | 17.4
9 | COCCN(C)Cc1ccc(OCC(O)CN2CCc3ccccc3C2)cc1 (stereo unspecified) | -0.1 | 0.4 | -0.9 | 7.8
10 | O=C1NC2(CCCCC2)C(=O)N1CCOc1ccc(Cl)cc1 | -0.1 | -1.1 | -2.9 | 4.6
11 | CCCCc1nnc(NC(=O)C=C(C)C)s1 | 0.1 | 0.2 | -10.2 | 24.1
12 | Cc1c(S(=O)(=O)n2[nH]c(=O)c(CCO)c2C)sc2ccc(Cl)cc12 | -0.1 | 1.9 | -7.0 | 1.0
13 | COc1cccc(CNC(=O)CN2N=C(c3ccc(C)cc3)CCC2=O)c1 | 0.0 | -0.5 | -1.8 | 2.8
14 | CCC12C(=O)C(CC)(C(c3ccccc3)=C1c1ccccc1)C1C(=O)N(Cc3ccc(F)cc3)C(=O)C12 (stereo unspecified) | -0.1 | -0.8 | 2.6 | -5.3
15 | NC(=O)Cn1cnc2c(nnn2-c2ccc(F)cc2)c1=O | -0.1 | -0.3 | 1.5 | -5.2
16 | O=C(COc1ccccc1)Nc1ccc2c(c1)C(=O)NC2=O | 0.2 | -0.5 | -3.3 | 15.9
17 | Cc1ccc(C(=O)C2=C(O)C(=O)N(Cc3cccnc3)C2c2ccc(Br)cc2)o1 (stereo unspecified) | 0.0 | 1.0 | 10.2 | 9.2
18 | CC1CCCC(C)N1C(=O)CSc1nc(N)cc(=O)[nH]1 (stereo unspecified) | 0.0 | 0.2 | 15.0 | 2.1
19 | Cc1nc2cc(C(=O)N3CCOCC3)ccc2n1-c1ccc(F)c(F)c1 | 0.2 | -0.1 | -13.8 | -18.3
20 | CCOC(=O)c1c(-c2ccccc2)csc1NC(=O)c1ccc([N+](=O)[O-])c(C)c1 | 0.4 | -0.7 | 0.0 | 16.5
21 | OCn1c2c(c3ccccc31)CCCC2 | -0.1 | 0.7 | 2.4 | 6.1
22 | CCOC(=O)CCn1nc(-c2ccc(Cl)cc2)cc1N | 0.0 | 2.8 | -62.8 | 6.7
23 | Cc1nc(NCc2cccc(F)c2)sc1-c1ccn(CCO)n1 | 0.0 | -1.3 | -2.0 | -1.6
24 | N#Cc1ccc(C=Nc2cccc(C(N)=O)c2)cc1 | -0.2 | -0.9 | 6.3 | -19.2
25 | CN1CCN(C(=O)c2ccc(-c3nc4ncnc(NCCc5ccc(O)cc5)c4[nH]3)cc2)CC1 | 0.0 | 0.6 | 8.8 | 8.5
26 | Cc1cccc(C(=O)Nc2ccc(S(=O)(=O)NC(C)C)cc2)c1 | 1.0 | 0.8 | -1.3 | 2.8
27 | COc1ccc(C2=NN3C(C2)c2cc(OC)ccc2OC3c2ccc(OC)c(OC)c2)cc1 (stereo unspecified) | -0.1 | -2.0 | 4.5 | -6.2
28 | CCNC(=O)c1sc2ncnc(N3CCCCCC3)c2c1C | 0.2 | 4.4 | -12.1 | 14.2
29 | CN1CCN(NC(=O)c2cc([N+](=O)[O-])ccc2Cl)CC1 | 0.0 | -0.5 | 5.4 | 21.8
30 | COc1ccc(S(=O)(=O)N2CCC(c3c(C)[nH]c4ccccc34)CC2)cc1OC | -0.1 | 0.1 | -1.9 | 9.8
31 | COc1cc(-c2nc3s/c(=C\c4ccccc4[N+](=O)[O-])c(=O)n3n2)cc(OC)c1OC | 0.8 | 0.1 | 6.6 | 15.8
32 | CC(C)N(CCNc1cc(N2CCN(Cc3ccc4c(c3)OCO4)CC2)ncn1)C(C)C | -0.1 | 3.6 | 7.2 | -5.9
33 | CS(=O)(=O)N1CCC(Cn2nc(-c3ccccc3)ccc2=O)CC1 | 0.4 | 3.9 | -5.2 | 12.5
34 | CN(CC12CC3CC(CC(C3)C1)C2)C(=O)C(C)(C)C | 0.3 | 0.5 | -7.7 | -6.9
35 | Cc1cc(C(=O)Nn2c(-c3cccc(Cl)c3)nc3ccccc3c2=O)ccc1[N+](=O)[O-] | 0.2 | 0.2 | 3.8 | -0.4
36 | NC(=O)CSc1nc(COc2ccccc2)nc2sc3c(c12)CCCC3 | 0.3 | 0.1 | 4.8 | 1.5
37 | O=C(Cn1ccc2ccccc21)NCc1c(F)cccc1F | 0.5 | 0.7 | -11.6 | 8.7
38 | COc1ccc(N(CC(=O)NC2CCCC2)C(=O)CCC(=O)Nc2cc(C)on2)cc1 | -0.1 | -0.2 | 2.5 | 3.8
39 | C=CCN=c1sc(C=O)c(Cl)n1S(=O)(=O)c1ccccc1 | 0.0 | -1.0 | 2.2 | 12.1
40 | CCN(CC)S(=O)(=O)c1ccc2[nH]c3nc(SCC(=O)NCc4ccc(C)cc4)nnc3c2c1 | 0.1 | 0.0 | -2.0 | -14.4
41 | CCCCNCCCOc1cccc2ccccc12 | -0.1 | 1.1 | 4.5 | -4.2
42 | CC(C)(C)c1ccc(C(=O)Nc2nnc(-c3ccccc3I)s2)cc1 | 0.1 | -1.3 | 9.9 | 6.7
43 | COc1cc(C(=O)N/C(=C/c2ccc(F)cc2)C(=O)NC(CCC(=O)O)C(=O)O)cc(OC)c1OC (stereo unspecified) | -0.1 | 0.6 | -2.0 | -5.4
44 | O=C(Nc1cccc([N+](=O)[O-])c1)c1cc(S(=O)(=O)NCc2ccccc2)ccc1Cl | 0.0 | -0.9 | 13.7 | 9.0
45 | Cc1ccc(S(=O)(=O)n2ccn(C(=O)c3ccc(F)cc3)c2=O)cc1 | 0.0 | -0.1 | 2.0 | 2.8
46 | CN1C(=O)C(C)(C)c2cc(S(=O)(=O)NC3CCCCC3)ccc21 | 0.2 | -0.5 | 3.6 | -1.8
47 | CCOc1ccc(/C=C/c2nc3ccc([N+](=O)[O-])cc3c(=O)o2)cc1 | 0.1 | 1.1 | 2.7 | 8.5
48 | COc1cc(/C=C2\SC(=Nc3ccccc3)N(c3ccccc3)C2=O)ccc1OC(C)C | 0.1 | 0.0 | 1.1 | 12.7
49 | CCn1nccc1C(=O)Nc1nc(C)c(C(C)=O)s1 | 0.0 | -6.6 | -4.3 | -0.9
50 | O=C(CNC(=O)c1ccccc1Br)N/N=C/c1ccc(Cl)cc1Cl | 0.5 | 0.1 | -1.8 | -4.0
51 | CC1=CC(C)(C)N(C(=O)CSc2nnc(N)s2)c2ccccc21 | -0.1 | 0.3 | -7.7 | -3.5
52 | Cc1cccc(CSc2ncnc3c2nnn3-c2ccc(F)cc2)c1 | 0.2 | 0.0 | 7.4 | -9.0
53 | CSCCCNC(=S)N(C)CC(=O)Nc1ccc(C)cc1 | 0.2 | 2.2 | -4.0 | -4.3
54 | Cc1ccc(NC(=O)Cn2c(Cc3ccccc3)nc3sc4c(c3c2=O)CCCC4)cc1 | 0.0 | -1.3 | -0.6 | 8.9
55 | Cc1coc2cc3oc(=O)c(CCC(=O)O)c(C)c3cc12 | -0.1 | -0.9 | -0.6 | 10.8
56 | CCCN(CCC)CCCNc1ncc(C(=O)O)c2ccccc12 | -0.1 | -0.5 | 1.7 | -12.5
57 | COC(=O)C1=C(C)NC2=C(C(=O)CC(c3cccs3)C2)C1c1ccc(O)c([N+](=O)[O-])c1 (stereo unspecified) | -0.2&-0.1 | -0.3&-0.8 | 11.9&11.5 | 11.5&4.7
58 | O=C(Nc1nc2ccc([N+](=O)[O-])cc2s1)c1ccc(S(=O)(=O)N2CCc3ccccc3C2)cc1 | -0.5 | -0.1 | -20.6 | 3.6
59 | CN(C)S(=O)(=O)Nc1ccc(Cc2ccncc2)cc1 | -0.1 | 0.2 | 7.3 | 15.0
60 | Cn1c(CSc2nc3ccccc3[nH]2)nc2ccccc21 | -0.4 | 1.5 | -11.9 | 6.2

(more compounds)
nr | Structure | FBW7 act | GPR151 ag | TEAD-YAP block | MITF primary
61 | COc1cc(NC(=O)COc2ccccc2C(C)(C)C)c(OC)cc1Cl | 0.2 | -1.3 | 17.0 | 7.8
62 | CCOC(=O)c1cnc2c(C)c(Cl)ccc2c1Nc1ccccc1 | 0.1 | -0.6 | 8.0 | 13.9
63 | COc1ccc(-c2nccc(Nc3ccc(Oc4ccccc4)cc3)n2)cn1 | 0.0 | 2.4 | -7.7 | -1.1
64 | O=C(c1ccc(O)c([N+](=O)[O-])c1)c1ccc(O)c([N+](=O)[O-])c1 | 0.4 | -0.9 | -0.3 | 36.1
65 | COc1ccc(-c2nc(N)c3cc(OC)c(OC)cc3n2)cc1 | 0.2 | -1.3 | -1.9 | -4.9
66 | CCOC(=O)c1cnc2c(C)c(C)ccc2c1NCC(C)O (stereo unspecified) | -0.2 | -0.7 | -2.4 | -9.8
67 | O=C1Nc2ccccc2C1(c1ccccc1)c1ccccc1 | 0.0 | 2.5 | 11.9 | 8.4
68 | COC(=O)c1ccc2c(=O)n(CCc3c[nH]c4ccccc34)c(=S)[nH]c2c1 | 0.2 | 2.1 | -0.5 | -3.1
69 | O=C(Cn1cnc2scc(-c3ccccc3)c2c1=O)Nc1ccc([N+](=O)[O-])cc1 | 0.0 | -1.4 | 8.0 | 12.9
70 | CCOc1ccccc1CN1CCN(Cc2ccon2)CC1CCO (stereo unspecified) | 0.4 | 2.5 | -8.2 | -7.6
71 | Fc1ccc(C2CC(c3ccc4c(c3)OCO4)Nc3ncnn32)cc1 (stereo unspecified) | -0.1 | 2.5 | -5.1 | -14.9
72 | Cc1ccc(C(=O)C2CCOC(C)(C)C2)cc1 (stereo unspecified) | 0.2 | -0.2 | 3.2 | 0.0
73 | COc1cc(NC(=O)Cn2cnc3sc(C)c(S(=O)(=O)N4CCOCC4)c3c2=O)cc(OC)c1OC | 0.0 | 0.5 | -10.9 | -5.9
74 | N#Cc1ccc(COC(=O)CSC(=S)N2CCOCC2)cc1 | 0.2 | -2.0 | 0.5 | -11.9

Compounds 61–62 from above:
nr | Structure | FBW7 act | GPR151 ag | TEAD-YAP block | MITF primary
61 | COc1cc(NC(=O)COc2ccccc2C(C)(C)C)c(OC)cc1Cl | 0.2 | -1.3 | 17.0 | 7.8
62 | CCOC(=O)c1cnc2c(C)c(Cl)ccc2c1Nc1ccccc1 | 0.1 | -0.6 | 8.0 | 13.9

Compounds above with two or more sulfur atoms (ten):
nr | Structure | FBW7 act | GPR151 ag | TEAD-YAP block | MITF primary
4 | Cc1nnc(NC(=O)CSc2nc3sc4c(c3c(=O)[nH]2)CCCC4)s1 | 0.1 | 0.5 | -14.3 | 7.8
12 | Cc1c(S(=O)(=O)n2[nH]c(=O)c(CCO)c2C)sc2ccc(Cl)cc12 | -0.1 | 1.9 | -7.0 | 1.0
36 | NC(=O)CSc1nc(COc2ccccc2)nc2sc3c(c12)CCCC3 | 0.3 | 0.1 | 4.8 | 1.5
39 | C=CCN=c1sc(C=O)c(Cl)n1S(=O)(=O)c1ccccc1 | 0.0 | -1.0 | 2.2 | 12.1
40 | CCN(CC)S(=O)(=O)c1ccc2[nH]c3nc(SCC(=O)NCc4ccc(C)cc4)nnc3c2c1 | 0.1 | 0.0 | -2.0 | -14.4
51 | CC1=CC(C)(C)N(C(=O)CSc2nnc(N)s2)c2ccccc21 | -0.1 | 0.3 | -7.7 | -3.5
53 | CSCCCNC(=S)N(C)CC(=O)Nc1ccc(C)cc1 | 0.2 | 2.2 | -4.0 | -4.3
58 | O=C(Nc1nc2ccc([N+](=O)[O-])cc2s1)c1ccc(S(=O)(=O)N2CCc3ccccc3C2)cc1 | -0.5 | -0.1 | -20.6 | 3.6
73 | COc1cc(NC(=O)Cn2cnc3sc(C)c(S(=O)(=O)N4CCOCC4)c3c2=O)cc(OC)c1OC | 0.0 | 0.5 | -10.9 | -5.9
74 | N#Cc1ccc(COC(=O)CSC(=S)N2CCOCC2)cc1 | 0.2 | -2.0 | 0.5 | -11.9
